GLP1R inv ag: qHTS of GLP-1 Receptor Inverse Agonists (Inhibition Mode); Glucagon-like peptide 1 receptor (Homo sapiens), P43220; HEK293 GLP-1R CRE-luciferase, luminescence, 24 h; GLP-1R form is constitutively active; Potency, µM (highest dose often 38.3 µM), without a hit: at the top dose activity change, negative = inhibition, usual class: inhibitors; hit rate 1.6% among 410,000; further: on the % scale 0 is the no-effect control and ±100 the full control effect; nearly all actives have a fitted effect of over 55% in size
Target sequence (P43220 whole entry, looked up): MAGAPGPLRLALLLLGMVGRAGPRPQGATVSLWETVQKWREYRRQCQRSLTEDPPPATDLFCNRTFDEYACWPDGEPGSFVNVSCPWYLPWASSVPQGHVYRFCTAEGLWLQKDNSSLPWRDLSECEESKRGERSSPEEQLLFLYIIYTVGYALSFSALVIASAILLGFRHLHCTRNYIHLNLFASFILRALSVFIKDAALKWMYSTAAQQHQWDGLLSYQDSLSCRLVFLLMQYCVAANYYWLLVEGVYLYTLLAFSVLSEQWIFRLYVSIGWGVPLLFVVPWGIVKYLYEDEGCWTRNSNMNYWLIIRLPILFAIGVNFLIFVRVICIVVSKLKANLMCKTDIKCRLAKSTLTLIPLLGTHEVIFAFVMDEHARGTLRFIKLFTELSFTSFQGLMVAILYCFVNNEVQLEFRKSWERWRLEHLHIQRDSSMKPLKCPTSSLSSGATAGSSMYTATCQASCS
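Seeding at 200 cells/uL, 12 h culture, 24 hr compound treatment, then luciferase reagent and a luminescence read; cells are HEK293 stably expressing a constitutively active GLP-1R plus cAMP-responsive luciferase.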
TDP43 rescue: qHTS of TDP-43 Inhibitors. TDP-43 expressing yeast growth rescue, BacTiter-Glo, 24 h. Potency, µM (series often up to 46.1 µM), without a hit: at the highest dose growth rescue (activation), most hits filed as activators. hit rate 1.8% among 410,000. AID 652104, 2013; further: % of control where 0% means no effect; nearly all actives have a fitted effect of over 50% in size
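Readout is BacTiter-Glo luminescence of cell growth, so inhibitors register as activators. TDP-43-expressing yeast at OD600=0.02 in galactose medium, after raffinose pregrowth to mid-log, were incubated with compound for 24 hr at 30 deg C.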
HT1080 IDH1KD tx: qHTS for induction of synthetic lethality in tumor cells producing 2HG: qHTS for the HT-1080-IDH1KD cell line | hit rate 2% among 360,000 | Potency, µM (top dose mostly 46.1 µM), for inactives: top-dose activity, negative = toxicity, most hits filed as cytotoxic | AID 686971, 2013 | HT-1080 IDH1 knockdown viability, ATP luminescence, 48 h;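 further: 0% = DMSO wells and -100% = cell-free medium wells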
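Luminescent ATP read-out (CellTiter-Glo, 10 min at room temperature) after 48 h compound exposure at 37 °C gave viability of IDH1-knockdown HT-1080 cells. Activity was normalised to DMSO and cell-free wells, then fitted as concentration-response curves.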
HT1080-NT tox: qHTS for induction of synthetic lethality in tumor cells producing 2HG: qHTS for the HT-1080-NT fibrosarcoma cell line; hit rate 1.6% among 360,000; HT-1080-NT fibrosarcoma viability, CellTiter-Glo ATP luminescence, 48 h; Potency, µM (doses to about 46.1 µM), for inactives: at the highest dose activity, negative = less viability, hits mostly cytotoxic;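 further: NT is the 2HG producing partner of a matched IDH1 knockdown line; 0% = DMSO-treated cells and -100% = media-only wells without cells; nearly all actives have a fitted effect of over 55% in size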
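HT-1080-NT fibrosarcoma cells (2HG-overproducing), 750 cells/well in RPMI with 5% FBS, dosed after 2 h and incubated 48 h at 37C. CellTiter-Glo luminescence normalized to DMSO and no-cell wells; concentration-response curves fitted and classed.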
KB-V1 cytotox: qHTS assay for MDR1-selective chemotherapeutics: Primary screen using the drug-selected MDR subline cells KB-V1; KB-V1 MDR cells viability, CellTiter-Glo, 72 h; Potency, µM (highest dose often 46.1 µM), inactives show top-dose activity change, negative = cytotoxicity, most hits filed as cytotoxic; hit rate 3.4% among 400,000; AID 1347076, 2019; further: on the % scale 0 is the no-effect control and ±100 the full control effect; nearly all actives have a fitted effect of over 60% in size
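Cytotoxicity toward P-gp-expressing KB-V1 cells was determined as loss of CellTiter-Glo luminescence after 72 h at 37 degrees C. Compounds were tested in quantitative HTS format across a concentration range, with curves fitted to normalized data.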
HEK293 tox: qHTS of GLP-1 Receptor Inverse Agonists: Cytotox Screen | AID 624418, 2012 | Potency, µM (titrated, usually from 38.3 µM), for the others: at the highest dose activity change, negative = inhibition, usual class: inhibitors | HEK293 cAMP-luciferase reporter cells, luminescence, 24 h | hit rate 0.13% among 410,000;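 further: loss of luciferase light is scored as toxicity; on the % scale 0 is the no-effect control and ±100 the full control effect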
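Luminescence readout: signal drop marks cytotoxicity. Plated cells grew 12 h at 37 °C, 5% CO2, received 23 nL compound for 24 h, then got luciferase reagent, read after 12 min at RT.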
GLP-1R agonist: qHTS of GLP-1 Receptor Agonists; HEK293 GLP-1R CRE-luciferase, luminescence, 4-6 h; cells express a hypersensitive GLP-1R form; Potency, µM (series often up to 45.6 µM), for inactives: at the top dose activation, most hits filed as activators; Glucagon-like peptide 1 receptor (Homo sapiens), P43220; hit rate 0.007% among 380,000; further: % of control where 0% means no effect
SW480 rerep: A quantitative high throughput screen for small molecules that induce DNA re-replication in SW480 colon adenocarcinoma cells | SW480 DNA re-replication, Hoechst DNA content imaging, 48 h | Potency, µM (highest dose often 46.1 µM), inactives show at the top dose re-replication activation, usual class: activators | hit rate 1.8% among 340,000 | AID 624297, 2012; further: % of control where 0% means no effect; nearly all actives have a fitted effect of over 55% in size
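Cells (250 per well) received 23 nL compound or DMSO by pin tool and were kept 48 hr at 37 C, 5% CO2. Nuclei were then stained with Hoechst for 40 min and scanned for DNA content.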
KB-3-1 tox: qHTS assay for MDR1-selective chemotherapeutics: Primary screen using the parental adenocarcinoma cell KB-3-1 | KB-3-1 viability, CellTiter-Glo ATP luminescence, 72 h | Potency, µM (top dose mostly 46.1 µM), inactives show top-dose activity change, negative = cytotoxic, most hits filed as cytotoxic | hit rate 1.4% among 400,000; further: on the % scale 0 is the no-effect control and ±100 the full control effect; nearly all actives have a fitted effect of over 60% in size
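Here the drug-naive KB-3-1 line serves as comparator for MDR sub-line selectivity; cells received compound titrations, 72 h at 37 °C, then CellTiter-Glo readout.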
Active calls of the source: *; ? = inconclusive; / = no result given; & = joins results of further samples; [ ] = dose if it differs, or a comment. The call rests on the fitted dose curve; in most records, active means well fitted curve in the direction sought with a large enough effect; inconclusive means small, poorly fitted or top-dose-only effect, or another doubt; inactive means no such curve, though single readings can be large; an effect the other way counts as inactive or inconclusive. Potency means the concentration at half of the fitted maximal effect.

Sample of the layout (three entries):
SMILES | GLP1R inv ag | TDP43 rescue | HT1080 IDH1KD tx | HT1080-NT tox | KB-V1 cytotox | HEK293 tox | GLP-1R agonist | SW480 rerep | KB-3-1 tox
CSc1ccccc1OCc1cc(C(=O)NCc2csc(C(C)C)n2)no1 | ? | ? | -4% | -2% | -6% | -6% | 7% | -13% | 2%
Cc1ccc(Cl)cc1N1CCN(C(=O)C2CCN(S(C)(=O)=O)CC2)CC1 | ? | -15% | -6% | -2% | -9% | -9% | 4% | 22% | 1%
O=C(Nc1ccccc1NC(=O)c1csnn1)c1csnn1 | 2% | 25% | 4% | 9% | 19% | -25% | 23% | 0% | 5%

The list itself (from the top)
SMILES | GLP1R inv ag | TDP43 rescue | HT1080 IDH1KD tx | HT1080-NT tox | KB-V1 cytotox | HEK293 tox | GLP-1R agonist | SW480 rerep | KB-3-1 tox
CSc1ccccc1OCc1cc(C(=O)NCc2csc(C(C)C)n2)no1 | ? | ? | -4% | -2% | -6% | -6% | 7% | -13% | 2%
Cc1ccc(Cl)cc1N1CCN(C(=O)C2CCN(S(C)(=O)=O)CC2)CC1 | ? | -15% | -6% | -2% | -9% | -9% | 4% | 22% | 1%
O=C(Nc1ccccc1NC(=O)c1csnn1)c1csnn1 | 2% | 25% | 4% | 9% | 19% | -25% | 23% | 0% | 5%
CCOc1ncccc1C(=O)OCC(=O)Nc1ccc2c(c1)CCC2 | 10% | ? | 0% | 2% | 4% | -5% | 6% | 1% | -8%
CC(C)CC(NC(=O)c1ccc(Cl)cc1)C(=O)OCC(=O)c1ccc2c(c1)NC(=O)CO2 (centres undefined) | ? | 5% | 8.2µM* | 10µM* | -27% | ? | -9% | ? | 7.3µM*
CC1CCCCC1NCc1cccc([N+](=O)[O-])c1 (centres undefined) | ? | 19% | 1% | -4% | -2% | 5% | 11% | -4% | -5%
O=C(CCCOc1ccccc1)Nc1ccc(S(=O)(=O)Nc2ccccn2)cc1 | 0% | -24% | 1% | 3% | 15% | 7% | 21% | 12% | 18%
Oc1ccc(/C=C/c2nc(-c3ccccc3O)n(-c3ccccc3)n2)cc1 | ? | ? | ? | ? | ? | ? | -3% | ? | 1%
CCn1c(CCNC(=O)c2cccs2)nnc1SCC(=O)NC1CCCCC1 | 57%[activator] | -24% | -1% | 8% | -5% | -1% | -11% | -6% | -2%
CCCCCCCCN1C(=O)[C@H](CC(=O)NCCC(C)C)C[C@@]2(C(=O)OC)CC(C)(C)CC=C12 | -2% | 21% | -14% | -14% | ? | 1% | / | / | -9%
O=C(c1ccc(F)cc1)c1ccc(CN2C(=O)c3ccccc3C2=O)o1 | 5% | 13µM* | 11% | 13% | 1% | -5% | 14% | -3% | 0%
COc1ccc(NS(=O)(=O)c2cc(C(=O)O)ccc2C)cc1 | 6% | -13% | 2%[9.24 µM] | -26% | 3% | 9% | -1% | -6% | -2%
O=S(=O)(Nc1ccc(Br)cc1)c1ccc2nc(-c3ccccc3)[nH]c2c1 | ? | 19% | / | / | 7% | -23% | -5% | / | 0%
COc1cc(-c2csc(CCn3nc(C)cc3C)n2)cc(OC)c1OC | -11% | 25% | 2% | -3% | ? | -11% | 13% | ? | 0%
COc1cccc(C2CC(c3ccccc3Cl)Nc3ncnn32)c1 (centres undefined) | 40% | 11% | -3% | -2% | ? | 2% | -5% | -2% | ?

Part of the list above, showing only GLP-1R agonist, KB-V1 cytotox and HEK293 tox:
| Compound | GLP-1R agonist | KB-V1 cytotox | HEK293 tox |
| --- | --- | --- | --- |
| Oc1ccc(/C=C/c2nc(-c3ccccc3O)n(-c3ccccc3)n2)cc1 | -3% | ? | ? |
| CCn1c(CCNC(=O)c2cccs2)nnc1SCC(=O)NC1CCCCC1 | -11% | -5% | -1% |
| CCCCCCCCN1C(=O)[C@H](CC(=O)NCCC(C)C)C[C@@]2(C(=O)OC)CC(C)(C)CC=C12 | / | ? | 1% |
| O=C(c1ccc(F)cc1)c1ccc(CN2C(=O)c3ccccc3C2=O)o1 | 14% | 1% | -5% |
| COc1ccc(NS(=O)(=O)c2cc(C(=O)O)ccc2C)cc1 | -1% | 3% | 9% |
| O=S(=O)(Nc1ccc(Br)cc1)c1ccc2nc(-c3ccccc3)[nH]c2c1 | -5% | 7% | -23% |

The list goes on:
SMILES | GLP1R inv ag | TDP43 rescue | HT1080 IDH1KD tx | HT1080-NT tox | KB-V1 cytotox | HEK293 tox | GLP-1R agonist | SW480 rerep | KB-3-1 tox
COc1ccc(-c2nc(-c3cccnc3)no2)cc1 | 15% | 10% | 12% | 13% | -8%&1% | 15% | 1% | ? | 0%&0%
c1ccc(N2CCN(Cc3ccnc4ccccc34)CC2)cc1 | 1% | -15% | ? | -4% | -21% | -11% | 5% | 5% | 16µM*
COc1ccc(-c2cc(C(F)(F)F)nc(SCC(=O)N3CCOCC3)n2)cc1OC | 88%[activator] | 20% | 3% | 5% | -3% | 2% | 2% | -5% | 9%
CCC(c1nnc(SCC(=O)Nc2nnc(-c3ccccc3)o2)n1Cc1ccccc1)N(C)C (centres undefined) | -7% | 2% | 1% | -3% | 23µM* | 29% | -2% | 2% | 2%
COc1cccc(NS(=O)(=O)c2ccc3c(c2)NC(=O)C(C)S3)c1 (centres undefined) | -15% | -2% | -11% | -9% | 0% | 0% | 6% | -1% | -22%
Cc1ccc2cccc(NC(=O)COc3cc(C)c(Cl)c(C)c3)c2n1 | 5% | 8% | / | / | -8% | 0% | -4% | / | -24%
Cc1cccc(C)c1OCC(=O)Nc1cccc(S(=O)(=O)N2CCCC2)c1 | ? | 7% | 0% | 1% | ? | -4% | 0% | 12% | -12%
O=C(NCc1ccccc1)N1CCC(CO)(CCc2ccccc2)CC1 | ? | -6% | -4% | -5% | -12% | -7% | 2% | 0% | -4%
CCc1ccc(-c2cc(C)no2)cc1S(=O)(=O)Nc1ccccn1 | 32% | -11% | -5% | -4% | -2% | -1% | -6% | 14% | 2%
O=C(O)c1ccc(N2C(=O)c3cccnc3C2=O)cc1 | 38%[activator] | 11% | 25% | 23% | 10% | 25% | -2% | -2% | -9%
COCCNC(=O)CSc1nc2sc(C)c(C)c2c(=O)n1-c1ccccc1 | 21% | 1% | 11% | 23% | -16% | -5% | 7% | -11% | -9%
Cc1ncc([N+](=O)[O-])n1CC(=O)Nc1ccc(F)c(Cl)c1 | 10% | -19% | 8% | 5% | -1% | 6% | 1% | -10% | -2%
Cc1cc(Cl)ccc1C(=O)C1CCCN(C(=O)c2cncs2)C1 (centres undefined) | ? | ? | -7% | -6% | 1% | -6% | 5% | -2% | -31%
Fc1ccc(-c2ccc(/C=N\n3cnnc3)o2)cc1Cl | -3% | -9% | ? | -26% | -23% | 7% | -1% | ? | ?
CCOc1ccc(N(C)C(=O)C2CCN(S(=O)(=O)c3ccc4c(c3)CCCN4C(C)=O)CC2)cc1 | -5% | 8% | / | / | ? | -5% | / | / | -30%
CCc1nnc(NS(=O)(=O)c2ccc(NC(=O)c3cccc(Cl)c3)cc2)s1 | -11% | 20% | 12% | 9% | 0% | -3% | -2% | -21% | 2%
O=C(COC(=O)CSc1ccc([N+](=O)[O-])cc1)NCCC1=CCCCC1 | 5% | 29% | -7% | 4% | -11% | -19% | 7% | -5% | -2%
COc1ccc(C(=O)c2[nH]c(N)c(C(=O)NCCc3c[nH]c4ccccc34)c2-c2ccc(Cl)cc2)cc1 | -15% | 25% | ? | ? | -14% | -2% | 0% | / | 10%
Cc1ccc(S(=O)(=O)N(CC(O)CN2CCOCC2)c2cccc([N+](=O)[O-])c2)cc1 (centres undefined) | -5% | -19% | -9% | 0% | -10% | -1% | -2% | -5% | -1%
Cc1cc(NC(=O)Nc2ccc(Cl)c(Cl)c2)n(-c2ccccc2)n1 | ? | -28% | ? | ? | -12% | 12% | 0% | -11% | ?
Clc1ccc(-c2csc(N/N=C/c3ccco3)n2)cc1 | ? | 6.3µM* | -10% | -9% | -23% | -4% | 1% | -22% | -2%
COc1cc(C(=O)N2CCN(c3cc(Cl)ccc3Cl)CC2)cc(OC)c1OC | -58% | ? | 0.65µM* | 1.3µM* | ? | -19% | 2% | 1.2µM* | 0.33µM*
O=C(NCc1cccnc1)c1ccc(COc2ccccc2Br)cc1 | -24% | -5% | -25% | -5% | ? | -14% | 22% | 9% | -23%
COc1ccc(N2C(=O)CC(Nc3ccc(F)cc3)C2=O)c([N+](=O)[O-])c1 (centres undefined) | 13% | ? | -3% | 12% | -15% | 4% | 1% | -2% | 2%
CCC[C@H](CN[C@@H](CNC)[C@H](C)O)NCCc1ccc(OC)cc1 | 14% | 2% | 0% | -18% | 15% | 9% | 11% | 4% | -2%
C=CCn1c(SCC(=O)N2CCOCC2)nc2sc(CC)cc2c1=O | 13% | 19% | -7% | -2% | 4.6µM* | -8% | 2% | -6% | -4%
CC(C)N(CC(N)=O)C(=O)c1sc2cc(F)ccc2c1Cl | 2% | -26% | 29% | 12% | -1% | 1% | 0% | -9% | 23%

Bioassay records as filed in PubChem BioAssay.
